eLon inh = E. coli protease La inhibition; AID 602123; actives 0.42% (n = 360,000); inhibition, % at 7.94 µM; P0A9M0; purified E. coli Lon protease, fluorescence polarization; in the data active = inhibition above about 13%, passing the limit was not always enough;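 note: 0% = enzyme with probe and DMSO and 100% = no enzyme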
TbMetRS inhib = Trypanosoma brucei MetRS inhibition; purified T. brucei MetRS, ATP depletion, Kinase-Glo luminescence; actives 0.4% (n = 360,000); inhibition, % at 11.9 µM;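 active = inhibition above a per-plate cutoff of the control wells' mean inhibition plus 3 SD, cut at about 5.5% in these data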;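 note: 0% = DMSO wells median and 100% = median of wells with control inhibitor compound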
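Test system – parasite MetRS enzyme · Reagent – substrates ATP, L-methionine and bulk Escherichia coli tRNA · Doses – 11.9 µM compound single dose, 0.9% DMSO · Times – 15 min enzyme-compound preincubation, 2 h reaction, 10 min detection, 25 °C · Signal – Kinase-Glo luminescence, ATP depletion format · Controls – DMSO-only wells as low control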
LMPTP block = LMPTP (human) inhibition. inhibition, % at 20 µM. recombinant LMPTP-A, OMFP fluorogenic substrate, fluorescence intensity. actives 0.22% (n = 360,000). AID 651560. P24666;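 active = compounds that cut the enzyme signal by at least half of the control window in the single-dose screen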;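 note: plate controls were DMSO wells with enzyme plus substrate for no effect and substrate without enzyme for full effect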
Target sequence (P24666 whole entry, looked up): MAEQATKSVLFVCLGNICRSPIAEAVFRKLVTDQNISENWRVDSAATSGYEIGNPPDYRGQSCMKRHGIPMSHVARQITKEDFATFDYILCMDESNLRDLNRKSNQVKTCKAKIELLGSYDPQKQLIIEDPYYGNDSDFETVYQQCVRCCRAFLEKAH
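Test system – LMPTP-A enzyme · Amount – LMPTP-A at 0.625 nM final in the reaction · Buffer or medium – Bis-Tris pH 6.0, DTT, detergent · Reagent – OMFP 400 µM · Doses – single 20 µM dose · Schedule – reaction 50 min, room temperature, dark · Detection – fluorescence intensity of OMFP turnover product · Evaluation – percent inhibition versus substrate-only and uninhibited controls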
MsrA inhibitor = inhibitors of bovine MsrA | AID 651718 | actives 0.75% (n = 360,000) | inhibition, % at 15.5 µM | purified bovine MsrA, absorbance read-out; in the data active = inhibition above about 4.5%;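 note: 0% = vehicle wells with enzyme and 100% = reference inhibitor wells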
STEP block = STEP (human) phosphatase inhibition; inhibition, % at 20 µM; AID 588621; recombinant STEP, OMFP fluorogenic substrate, fluorescence; actives 0.25% (n = 360,000); P54829;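 active = inhibition at 20 µM, scaled per plate between control wells, above about 37%, limit read from the data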;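 note: 0% = DMSO with enzyme and substrate and 100% = substrate only without enzyme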
Target sequence (P54829 whole entry, looked up): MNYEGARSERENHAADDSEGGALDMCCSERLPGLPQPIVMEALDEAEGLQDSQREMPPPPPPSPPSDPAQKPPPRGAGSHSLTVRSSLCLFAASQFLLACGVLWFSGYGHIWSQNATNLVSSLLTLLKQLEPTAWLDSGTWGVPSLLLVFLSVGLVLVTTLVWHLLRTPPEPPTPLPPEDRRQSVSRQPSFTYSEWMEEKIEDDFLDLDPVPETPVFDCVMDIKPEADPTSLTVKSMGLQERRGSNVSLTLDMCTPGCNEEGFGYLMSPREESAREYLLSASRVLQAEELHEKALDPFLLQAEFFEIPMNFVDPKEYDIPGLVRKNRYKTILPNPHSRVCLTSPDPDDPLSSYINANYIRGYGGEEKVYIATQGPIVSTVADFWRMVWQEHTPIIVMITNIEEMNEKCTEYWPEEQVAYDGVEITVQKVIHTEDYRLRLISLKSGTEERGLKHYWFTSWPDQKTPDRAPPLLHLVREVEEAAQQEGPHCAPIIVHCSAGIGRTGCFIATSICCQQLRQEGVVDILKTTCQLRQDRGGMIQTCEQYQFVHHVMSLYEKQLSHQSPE
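medium = Bis-Tris buffer pH 6.0, 2.5 mM DTT, 0.005% Tween 20 | test system = STEP (striatal-enriched tyrosine phosphatase) enzyme, cell-free | measure = normalized % inhibition | compound dosing = 20 µM, 1% DMSO | also added = 25 µM OMFP | schedule = reaction 20 min, ambient temperature | measured by = fluorescence read at 480 nm ex / 540 nm em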
CendR NRP1 mod = NRP-1/CendR interaction modulation; inhibition, % at 25 µM; actives 0.85% (n = 360,000); AID 602438; FAM-RPARPAR peptide binding to NRP-1, fluorescence polarization; O14786;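 active = inhibition or corrected inhibition above about 18%, plus a signal ratio from 0.5 to 1.5, limit read from the data, passing the limit was not always enough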; note: strong numbers were not always called active
MsrA act = activates bovine MsrA enzyme; actives 0.3% (n = 360,000); activation, % at 10.6 µM; purified bovine MsrA, absorbance read-out; AID 602163; in the data active = activation above about 7.5%;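 note: 0% = vehicle and 100% = reference activator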
DNMT1 block = blocks human DNA methyltransferase DNMT1 | P26358 | DNMT1 molecular beacon, Hinp1I cleavage, fluorescence | inhibition (reported as % activation of signal), % at 10 µM | actives 0.83% (n = 360,000) | AID 588458; in the data active = inhibition above about 50%
SUMO1-SIM PPI = alters human SUMO1 binding to SIM partners. P63165. SUMO1 binding to a labelled peptide, TR-FRET, 1 h. inhibition, % at 20 µM. actives 0.33% (n = 360,000). AID 602429; in the data active = inhibition above about 37%
Target sequence (P63165 whole entry, looked up): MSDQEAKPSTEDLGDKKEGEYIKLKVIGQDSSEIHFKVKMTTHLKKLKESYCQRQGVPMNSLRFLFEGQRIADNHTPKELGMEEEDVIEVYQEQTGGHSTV
Scp-1 inhibitor = inhibitors of human Scp-1 phosphatase; Q9GZU7; Recombinant Scp1, phosphopeptide, malachite green phosphate absorbance; inhibition, % at 20 µM; actives 0.88% (n = 340,000);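 active = inhibition above about 50% at 20 µM, limit read from the data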;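 note: plate controls were DMSO wells with enzyme for no effect and wells lacking enzyme for full effect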
Target sequence (Q9GZU7 76-261 limits assumed): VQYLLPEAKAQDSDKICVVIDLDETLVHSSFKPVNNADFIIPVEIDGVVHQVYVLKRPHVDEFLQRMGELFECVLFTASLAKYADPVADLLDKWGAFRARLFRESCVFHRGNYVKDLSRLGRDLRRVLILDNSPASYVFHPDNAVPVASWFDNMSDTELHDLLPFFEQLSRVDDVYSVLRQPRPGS
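Test system: SCP-1 phosphatase catalytic domain, residues 76-261 | Compound dosing: One concentration, 20 µM, with 1.0% DMSO | Schedule: 45 min room-temperature reaction, 5 min colour, 30 min stabiliser | Detection: Absorbance at 630 nm | Read-out basis: % inhibition of SCP-1 phosphate liberation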
Active calls of the source: *; x = not tested or not shown.

Molecule	eLon inh	SUMO1-SIM PPI	TbMetRS inhib	LMPTP block	DNMT1 block	STEP block	CendR NRP1 mod	Scp-1 inhibitor	MsrA act	MsrA inhibitor
N#C/C(C(=O)c1ccccc1)=C1/CCCCCN1	6	1	-0.6	-1.0	4	-4	-17	-4	-11	1.7
CCCCOCCCNC(=O)C1CCCCC1	-8	-5	-0.8	-2.9	1	2	-9	-8	-3	-0.7
COc1cc(/C=C2\SC(=N)N(c3ccc(F)cc3)C2=O)ccc1O	-83	-5	0.3	3.7	0	2	-52	-7	-4	1.2
C=CCNc1nc(N)c([N+](=O)[O-])c(NCc2ccccc2)n1	-5	-4	-0.4	3.2	1	-3	2	0	-4	x
CCCOc1ccc(OCCOCCN2CCc3ccccc3C2)cc1	-16	-1	-0.9	-0.5	4	-17	-14	-9	1	0.1
C/C=C/C=C/C(=O)O	2	2	-0.2	-0.7	-2	2	14	-12	0	0.4
CCOc1ccccc1/C=N/NC(=O)CNC(=O)c1ccc(S(=O)(=O)N2CCOCC2)cc1	13	-3	0.1	0.1	2	-1	6	-1	-4	0.3
O=C(N/N=C/c1cc2c(cc1Cl)OCO2)c1cccc(Br)c1	-10	-13	-0.4	2.6	-2	3	10	-4	-6	1.1
Cc1nc2scc(C)n2c(=O)c1S(=O)(=O)NC(C)c1ccccc1 (stereo not drawn)	0	2	-0.5	-0.7	5	0	2	6	-5	3.0
CCc1nc2ccc(C(=O)Nc3cccc(NS(C)(=O)=O)c3)cn2c1N(C)C(=O)Cc1ccccc1	3	-5	0.0	-3.5	-4	2	-7	x	-2	0.7
COc1ccc(-n2cc(CNCCc3cnc[nH]3)c(-c3cccc(F)c3)n2)cc1	-1	1	-1.5	-2.7	-8	0	6	5	-10	-0.3
Cc1nn(C(C)C(=O)NCCCN2CCCC2)c(=O)c2nn(-c3ccccc3)c(C)c12 (stereo not drawn)	-3	-26	0.1	4.0	2	2	3	1	-2	-0.3
CCOc1ccc(N=C(NC#N)SCC)cc1	5	1	-0.1	-0.3	-3	-6	8	-8	-3	-1.1
CC1(C)OC(=O)C2=C(C[C@@H](C3CCCC3)O[C@@H]2c2ccc(Cl)cc2)O1	1	7	0.3	1.8	x	x	2	x	-1	-0.1
Cc1ccc(C2(CCNS(=O)(=O)c3ccc(C)cc3)CCOC(C(C)C)C2)cc1 (stereo not drawn)	2	1	-0.2	3.7	-15	2	2	-12	-1	0.6
Cc1cc(C)c(S(=O)(=O)N2CCCCC2CCNC(=O)C(=O)NCc2ccco2)c(C)c1 (stereo not drawn)	-7	1	-0.3	-0.5	0	2	-9	-2	0	-1.2
COc1ccc(C(C)(O)c2nc(-c3ccncc3)cs2)cc1 (stereo not drawn)	-8	2	-0.2	-2.8	-6	-1	-1	x	-4	0.7
Cc1cc(=O)n2[nH]c(C(=O)O)nc2n1	2	0	-0.5	-2.4	1	2	-7	0	-5	-0.3
CC(C)Cc1nc2oc3c(NCC4CCCO4)ncnc3c2c2c1CCC2 (stereo not drawn)	-8	2	-0.8	0.6	6	-2	-13	-2	-2	0.3
CC(C)C1S/C(=N/N=C/c2cccs2)NC1=O (stereo not drawn)	-3	-7	-0.5	-1.6	-1	3	0	-7	-8	6.8*
Cc1nnc(SCc2nc3ccccc3nc2C)s1	-13	-5	-1.2	-1.8	2	3	8	-4	-7	0.7
O=C1CCc2cc(S(=O)(=O)Nc3ccccc3F)cc3c2N1CCC3	5	2	-0.3	-1.4	2	2	0	-6	-2	-0.6
COc1cccc2sc3cc(NCc4ccc5c(c4)OCO5)ccc3c(=O)c12	1	-6	-0.6	2.4	-10	1	6	6	-14	2.0
Fc1ccc(-c2csc3ncnc(N4CCc5ccccc5C4)c23)cc1	2	4	-0.2	3.2	-4	1	3	-4	-1	3.0
Cc1ccc2[nH]c3c(c2c1)CCN(C)C3	-18	-11	-0.1	0.6	-1	4	-7	24	-13	1.5
O=C1C(=O)c2ccccc2C(O)=C1C1CCC(c2ccc(Cl)cc2)CC1 (stereo not drawn)	-8	-9	-1.8	3.7	-9	0	6	-11	-7	-0.9
O=C(CSc1ncnc2nc[nH]c12)Nc1ccccc1C(F)(F)F	3	0	0.0	-1.6	0	-4	6	21	-1	1.6
O=S(=O)(Nc1nc2ccccc2nc1NCC1CCCO1)c1ccccc1 (stereo not drawn)	-3	-29	-0.7	-2.0	1	3	-6	1	-5	3.3
CCCCN(C)CCNC(=O)c1cc2c(-c3ccccc3F)nn(C)c2s1	-7	-6	0.0	1.4	4	0	-1	-12	-2	0.8
Cc1cccc(C(=O)NNC(=O)c2ccc(S(=O)(=O)N3CCOCC3)cc2)c1	-4	0	-0.9	0.2	2	-1	4	8	-10	0.4

Quoted at random: four records from the list.
Molecule	eLon inh	SUMO1-SIM PPI	TbMetRS inhib	LMPTP block	DNMT1 block	STEP block	CendR NRP1 mod	Scp-1 inhibitor	MsrA act	MsrA inhibitor
O=C1C(=O)c2ccccc2C(O)=C1C1CCC(c2ccc(Cl)cc2)CC1 (stereo not drawn)	-8	-9	-1.8	3.7	-9	0	6	-11	-7	-0.9
CC(C)C1S/C(=N/N=C/c2cccs2)NC1=O (stereo not drawn)	-3	-7	-0.5	-1.6	-1	3	0	-7	-8	6.8*
CCCCN(C)CCNC(=O)c1cc2c(-c3ccccc3F)nn(C)c2s1	-7	-6	0.0	1.4	4	0	-1	-12	-2	0.8
Cc1ccc2[nH]c3c(c2c1)CCN(C)C3	-18	-11	-0.1	0.6	-1	4	-7	24	-13	1.5

The results go on.
Molecule	eLon inh	SUMO1-SIM PPI	TbMetRS inhib	LMPTP block	DNMT1 block	STEP block	CendR NRP1 mod	Scp-1 inhibitor	MsrA act	MsrA inhibitor
O=C(NC1CCN(Cc2ccc(Cl)cc2)CC1)c1cn(-c2ccccc2)nc1-c1cccnc1	-8	5	-0.1	-0.2	-5	-2	-2	-4	-5	-0.1
CCN1C(=O)c2ccc(C(=O)Nc3ccc(O)cc3C)cc2C1=O	8	-14	-1.0	-1.8	-3	-3	5	36	-3	0.2
Cc1ccc(CNCc2cc3c(C(C)(C)C)nn(-c4ccccc4)c3[nH]c2=O)cc1	-2	2	-0.7	-1.0	-1	0	-17	-2	1	0.2
COCCNC(=O)COc1cccc(Oc2ccccc2)c1	-4	-1	-0.1	-1.7	-2	4	0	10	-1	-0.4
CC(C)CCN(C(=O)c1ccncc1)c1c(N)n(Cc2ccccc2)c(=O)[nH]c1=O	-10	6	-0.1	-0.8	4	1	-27	-5	-1	0.5
Cc1cccc(/C=N/n2c(-c3cc(-c4ccccc4)n[nH]3)n[nH]c2=S)c1	-10	2	-0.3	-0.1	6	-2	18	9	-1	-0.1
CC1CN(c2ccc(S(=O)(=O)N3CCCC3)cn2)CC(C)O1 (stereo not drawn)	-6	-2	0.0	-2.2	1	-1	-6	-2	-2	-1.1
Cc1c(C)c2ccc(OCC(=O)NC3CCN(Cc4ccccc4)CC3)cc2oc1=O	3	-8	0.6	0.3	-1	-1	9	-9	-3	2.9
O=C(CNC(=O)C(c1ccccc1)c1ccccc1)N/N=C/c1cccnc1	-8	-6	0.2	-1.8	4	-2	6	-7	-1	-0.8
COC(=O)CN1C(=O)S/C(=C/c2cc(C)n(C)c2C)C1=O	-6	-22	-0.6	-0.1	-8	4	-2	-9	-12	1.4
CC(Sc1nc2ccccc2[nH]1)C(=O)O (stereo not drawn)	-7	1	-0.1	-1.3	0	0	-10	-7	-6	-0.3
Cc1n[nH]c(=O)c2c(NC(=O)CSc3ccccc3Cl)oc(C)c12	-21	-25	-0.4	-7.3	-5	-2	4	-3	0	-1.0
COCCNc1nnc(SCC(=O)NNC(=O)c2ccc([N+](=O)[O-])cc2)s1	0	-26	0.0	0.3	1	0	5	-10	2	0.3
CCSC1=C(C#N)C(c2ccc3c(c2)OCO3)C2=C(CCCC2=O)N1 (stereo not drawn)	-1	-13	-1.1	0.0	-2	-4	0	-6	-5	1.9
O=C(CN1C(=O)NC2(CCCc3ccccc32)C1=O)NCc1cccs1 (stereo not drawn)	0	-2	-0.4	-1.8	0	-1	-6	-2	-8	-0.2
COCCCNC(=O)CSc1nc2c(sc3ccccc32)c(=O)n1CCCC(=O)NCC1CCCO1 (stereo not drawn)	-6	-3	0.5	-2.6	-3	-2	-5	5	-1	-0.1
O=C1C2C3C=CC(C4CC34)C2C(=O)N1/N=C/c1ccc(-c2ccc(F)cc2[N+](=O)[O-])o1 (stereo not drawn)	19*	-22	0.3	2.6	2	5	8	-5	0	0.9
Cc1ccc2nc(-c3ccncc3)cc(C(=O)Nc3ccc(OC(F)F)cc3)c2c1	-6	-3	-0.8	7.2	46	-8	8	2	-9	1.4
O=[N+]([O-])c1cc(/C=N\Nc2ccccn2)ccc1Cl	-6	-1	0.1	1.4	2	5	-6	4	-6	1.4
O=C(/C=C/c1ccc2c(c1)OCO2)NCCS(=O)(=O)N1CCN(c2ccccc2)CC1	-3	1	-0.1	1.3	71*	4	14	x	-10	2.3
O=C(CN1CC(c2ccccc2)CC1=O)OCc1ccccc1F (stereo not drawn)	6	-5	-0.3	-1.3	2	1	2	-3	-2	0.0
CCOC(=O)c1sc(NC(=O)CSc2n[nH]c(C)n2)nc1C	-4	-2	-1.2	-2.6	1	2	2	-1	0	-0.7
O=C(NC1CCCCCCC1)C1c2ccccc2C(=O)N1Cc1cccs1 (stereo not drawn)	-5	-1	-2.1	-1.0	1	3	11	3	-11	0.9
O=C(Cc1ccccc1)Nc1ccccc1Oc1ccccc1	-4	1	0.6	0.7	-2	0	-10	-8	-1	-0.3
Cc1ccc(NC(=O)CSc2nc3ccc(Nc4nc(N5CCOCC5)nc(N5CCOCC5)n4)cc3s2)cc1	-9	9	-0.1	0.6	40	6	-6	12	-5	0.0
CCOC(=O)/C(=N/Nc1ccc(Cl)cc1)S(=O)(=O)c1ccccc1	6	-13	-1.0	1.0	-1	-1	11	-7	-11	2.6
Cc1cccc(-c2ncc(S(=O)(=O)C(C)(C)C)c(N)n2)c1	-7	-3	0.6	0.2	0	-2	0	-1	-2	1.1
C=CCOC(=O)C1=C(C)NC(C)=C(C(=O)OCC=C)C1c1cccs1	-1	5	-0.5	4.6	13	0	-4	2	-2	x
Cc1c(N=Cc2cc3c(cc2Cl)OCO3)c(=O)n(-c2ccccc2)n1C	-5	-6	0.2	0.1	2	4	-1	-6	-2	-0.4

Screening results (PubChem)
